# High-throughput results (PubChem)
# G9a inh = G9a (human) methyltransferase inhibition; Q96KQ7; G9a H3K9 monomethylation, AlphaScreen, 2 h; Potency, µM (series often up to 102 µM), inactives show at the top dose activity, negative = inhibition, actives largely listed as inhibitors; actives 8.8% (n = 350,000); AID 504332; note: % is set by controls: 0 for no effect and ±100 for the full control effect; nearly all actives have a fitted effect of over 75% in size
#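 G9a (20 nM) preincubated 15 min RT with compounds, then 500 nM biotinylated H3K9 peptide and 20 uM SAM added; 2 h RT reaction. Monomethyl-H3K9 product detected by AlphaScreen with anti-H3K9me1 antibody, streptavidin donor and anti-rabbit IgG acceptor beads.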
# Pol iota inh = DNA polymerase iota (human) inhibition; Q9UNA4; Pol iota fluorescent replication assay, 10 min; Potency, µM (top dose mostly 115 µM), for the others: at the highest dose activity, negative = inhibition, actives largely listed as inhibitors; actives 1% (n = 390,000); AID 588590
# Target sequence (Q9UNA4 whole entry, looked up): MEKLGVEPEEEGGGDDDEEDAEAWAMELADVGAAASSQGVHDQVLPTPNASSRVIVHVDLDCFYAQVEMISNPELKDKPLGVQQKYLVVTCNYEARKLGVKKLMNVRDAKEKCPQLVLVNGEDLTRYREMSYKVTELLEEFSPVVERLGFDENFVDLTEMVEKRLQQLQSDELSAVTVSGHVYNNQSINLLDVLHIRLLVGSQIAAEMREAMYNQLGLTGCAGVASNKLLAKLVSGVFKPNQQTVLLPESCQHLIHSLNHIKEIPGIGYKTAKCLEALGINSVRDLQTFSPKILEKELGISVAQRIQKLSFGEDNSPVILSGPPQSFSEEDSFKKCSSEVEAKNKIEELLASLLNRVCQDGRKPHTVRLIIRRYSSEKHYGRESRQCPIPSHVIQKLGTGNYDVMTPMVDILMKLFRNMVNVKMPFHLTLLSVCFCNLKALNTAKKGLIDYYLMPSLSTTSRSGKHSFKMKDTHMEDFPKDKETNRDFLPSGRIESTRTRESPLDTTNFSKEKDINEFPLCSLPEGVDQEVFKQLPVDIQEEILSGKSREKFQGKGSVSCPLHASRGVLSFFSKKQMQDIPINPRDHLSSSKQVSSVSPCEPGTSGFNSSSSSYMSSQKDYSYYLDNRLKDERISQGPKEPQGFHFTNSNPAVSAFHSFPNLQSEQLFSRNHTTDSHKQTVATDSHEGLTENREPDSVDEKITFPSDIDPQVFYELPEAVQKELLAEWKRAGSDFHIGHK
#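 Pol iota at 10 nM preincubated 15 min with compounds at room temperature; reaction started with fluorescent substrate, 50 nM final. Fluorescence read kinetically at 0 and 10 min; buffer-only wells as negative control.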
# HP1b binding inh = inhibitors of HP1-beta chromodomain binding to methylated histone tails; P83916; AlphaScreen HP1-beta / biotin-H3K9me3 peptide binding; Potency, µM (highest dose often 114 µM), inactives show top-dose activity change, negative = inhibition, actives largely listed as inhibitors; actives 0.56% (n = 390,000); AID 540317; note: nearly all actives have a fitted effect of over 70% in size; inactives centre near 23
# Target sequence (P83916 whole entry, looked up): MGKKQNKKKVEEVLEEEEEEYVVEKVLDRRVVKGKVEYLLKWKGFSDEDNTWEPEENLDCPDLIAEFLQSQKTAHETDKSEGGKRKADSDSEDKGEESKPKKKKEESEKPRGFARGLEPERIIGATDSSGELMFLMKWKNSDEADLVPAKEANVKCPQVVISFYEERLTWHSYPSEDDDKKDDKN
#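 AlphaScreen: HP1-beta (50 nM) preformed 30 min with biotin-H3(1-18)K9me3 peptide (50 nM) in PBS pH 7.4, 0.01% Tween-20. Compound added for 30 min at RT, then streptavidin donor/nickel chelate acceptor beads (10 ug/mL) for 30 min.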
# BLM inh = blocks DNA unwinding by human BLM helicase; P54132; recombinant BLM DNA unwinding, fluorescence dequenching; Potency, µM (titrated, usually from 56.1 µM), inactives show top-dose activity change, negative = inhibition, most hits filed as inhibitors; actives 0.2% (n = 350,000); AID 2528;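 note: plate controls were vehicle for no effect and no enzyme for full effect; nearly all actives have a fitted effect of over 35% in size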
# GLS inh = inhibitors of human glutaminase (GLS). Potency, µM (titrated, usually from 45.5 µM), without a hit: top-dose activity change, negative = inhibition, hits mostly inhibitors. GLS enzymatic activity, qHTS titration. AID 624170. actives 0.21% (n = 410,000). O94925; note: % is set by controls: 0 for no effect and ±100 for the full control effect
#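 hKGA in 45 mM KH2PO4 pH 8.2, 0.02% Tween-20 with pin-transferred compounds; 1 mM L-glutamine (stock) plus glutamate oxidase/HRP/Amplex Red coupling added. Fluorescence read initially and after 30 min at RT.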
# Pin1 inh = inhibitors of human Pin1; Q13526; Pin1 FP peptide displacement, HiFluor488, 10 min; Potency, µM (series often up to 115 µM), for the others: at the top dose activity, negative = inhibition, hits mostly inhibitors; actives 0.009% (n = 390,000); AID 504891; active = well fitted inhibition curve with a large enough effect in the polarisation, with a control signal flat, not every such curve was filed as active; inconclusive = small, poorly fitted or top-dose-only effect, or effect the other way, or a change in a side signal; inactive = no such curve, though single readings can be large or run the other way; the % refers to the polarisation; note: % is set by controls: 0 for no effect and ±100 for the full control effect
# Target sequence (Q13526 whole entry, looked up): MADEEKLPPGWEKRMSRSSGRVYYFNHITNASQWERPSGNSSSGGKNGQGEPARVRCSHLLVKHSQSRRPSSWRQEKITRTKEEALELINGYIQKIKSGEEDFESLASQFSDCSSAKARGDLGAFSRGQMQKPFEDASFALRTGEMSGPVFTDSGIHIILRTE
# BAZ2B block = blocks human BAZ2B; Q9UIF8; AlphaScreen BAZ2B-H3K14Ac peptide displacement; Potency, µM (top dose mostly 114 µM), for the others: at the top dose activity change, negative = inhibition, hits mostly inhibitors; actives 4.4% (n = 360,000); note: % is set by controls: 0 for no effect and ±100 for the full control effect; nearly all actives have a fitted effect of over 60% in size
#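 BAZ2B 50 nM plus b-H3(5-23)K14Ac 50 nM, PBS pH 7.4/0.01% Tween-20, 30 min RT; compound added (max 110 uM), 30 min RT; streptavidin donor/Ni-chelate acceptor beads 10 ug/mL final, 20 min dark; AlphaScreen read.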
# JMJD2A Tudor = blocks the human JMJD2A Tudor domain; AlphaScreen JMJD2A-Tudor / H3K4me3 peptide binding; Potency, µM (series often up to 114 µM), without a hit: top-dose activity change, negative = inhibition, most hits filed as inhibitors; AID 504339; actives 4.4% (n = 390,000); note: % is set by controls: 0 for no effect and ±100 for the full control effect; nearly all actives have a fitted effect of over 50% in size
# PGK inhibitor = blocks T. brucei phosphoglycerate kinase; actives 0.043% (n = 380,000); AID 602233; Potency, µM (series often up to 57.5 µM), without a hit: top-dose activity change, negative = inhibition, actives largely listed as inhibitors; PGK/GAPDH coupled, Kinase-Glo luminescence, 60 min; note: % is set by controls: 0 for no effect and ±100 for the full control effect; nearly all actives have a fitted effect of over 60% in size
#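 Recombinant glycosomal PGK reaction used 1,3-bisphosphoglycerate generated in-well by GAPDH (100nM final) in 100mM TEA pH 7.6, 5mM MgCl2, 0.01% Tween-20. After 60 minutes at room temperature, ATP was read by Kinase-Glo Plus luminescence end-point.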
# * = called active by the depositor; i = inactive; ? = inconclusive; . = not tested or not shown; [ ] = dose if it differs, or a comment. Unless noted, calls come from the whole dose curve; as a rule, active = well fitted curve in the direction sought with a large enough effect; inconclusive = small, poorly fitted or top-dose-only effect, or another doubt; inactive = no such curve, though single readings can be large; an effect the other way counts as inactive or inconclusive. Potency is the fitted concentration of half-maximal effect. This is a subset. The share of hits here may be higher or lower than overall.
SMILES,G9a inh,Pol iota inh,HP1b binding inh,BLM inh,GLS inh,Pin1 inh,BAZ2B block,JMJD2A Tudor,PGK inhibitor
CCNC(=S)N/N=C/c1ccccc1[N+](=O)[O-],-5%,68%[activator],6%,-7%,-9%,3%,-24%,-25%,-13%
CCc1ccc2[nH]c(=O)c(CN(CC3CCCO3)C(=S)NCc3ccco3)cc2c1 (stereo unspecified),.,25%,-7%,-3%,7%,3%,?,?,i
O=C(CSc1n[nH]c(Cc2ccccc2)n1)Nc1ccccc1Br,-45%,82%[activator],38%,-3%,-4%,3%,-4%,-2%,-1%
COc1cccc(COC(=O)C2CCN(S(=O)(=O)c3ccc(F)cc3)CC2)c1OC,5%,34%[activator],39%,.,-6%,9%,1%,8%,-3%
CC(C)CCN1CCN(C2CCN(c3ccc4c(c3)OCO4)CC2)CC1CCO (stereo unspecified),.,15%,5%,-2%,23%,6%,-11%,-26%,8%
N#Cc1c(NCCN)nc(-c2ccco2)c2c1CCCC2,17%[12.7 µM],-4%,20%,34%[activator],5%,15%,-4%,-8%,-8%
CC(=O)CSc1ncnc2sc3c(c12)CCC(C)C3 (stereo unspecified),40µM*,11%,51%[activator],-2%,-1%,-2%,6%,23%,i
O=C(O)c1ccn(Cn2cnc3ccccc32)n1,?,-10%,4%,-1%,-1%,-13%,?,22µM*,-1%
O=c1cc(CSc2ccc(Cl)cc2)nc(N2CCOCC2)[nH]1,8%[12.7 µM],2%,24%,0%,-4%,5%,-8%,-5%,-1%
Cc1ccccc1NC(=O)c1ccc(C)c(S(=O)(=O)Nc2cccnc2)c1,.,-4%,34%,-11%,2%,5%,-3%,-5%,-11%
Cc1[nH]nc2c1C(c1cccc(OC(=O)N3CCOCC3)c1)C(C#N)=C(N)O2 (stereo unspecified),2%,14%,57%[activator],-1%,21%,-6%,0%,-14%[11.4 µM],6%
O=C(COC(=O)CNC(=O)c1ccc(Cl)c([N+](=O)[O-])c1)NC(=O)c1ccccc1,13%[12.7 µM],46%[activator],19%,-4%,-1%,-2%,-18%,-7%,-3%
O=C(NCc1cccs1)c1cc(-c2ccccc2)on1,-5%[12.7 µM],-4%,23%,0%,10%,-5%,13%,-13%,.
CCC(CC)N1CCN(S(=O)(=O)c2ccc(OC)cc2)CC1,3.5µM*,139%[activator],?,-4%,1%,5%,50µM*,1.6µM*,2%
O=C(O)c1ccc(S(=O)(=O)NC2CC2)cc1,7%,9%,30%,-1%,-2%,-1%,-11%,-16%,-4%
Cc1cccc(N2CCN(C(=O)CCSCc3ccccc3F)CC2)c1C,4%[59 µM],29%,56%[activator],-8%,5%,2%,18%,5%,7%
O=c1cc(CSc2n[nH]c(-c3ccncc3)n2)nc2sccn12,?,50µM*,19%,-14%,-11%,0%,?,-28%,-10%
COc1cc(O)c(/C=N/NC(=O)c2ccncc2)c(OC)c1[N+](=O)[O-],-28%,-3%,49%[activator],-4%,3%,2%,7.9µM*,50µM*,-3%
COC(=O)C1=CO[C@@H](O)C2C(CO)=CCC12 (stereo partly specified),22%[2.33 µM],-7%,45%[activator],.,15%,0%,11%,-11%,-3%
CC(C)CC(=O)N1CCN(C(=O)CCC2CCCC2)CC1,6%[59 µM],14%,2%,0%,68%[activator],-1%,16%,-21%[11.4 µM],-8%
C/C(=N\NC(=O)CCn1nc(C)cc1C)C(C)(C)C,44%[59 µM],127%[activator],.,1%,7%,5%,-9%,2%,-5%
CC1(C)c2ccccc2N2CCC(=O)NC21/C=C/c1ccco1 (stereo unspecified),40µM*,?,7%,-7%,-5%,?,?,-18%,-6%
C/C=C\C=C/C(=O)Nc1cccc(C2=NOC3(C2)C[C@@H](C(N)=O)N(C(=O)C2(C)CC2)C3)c1 (stereo partly specified),?,45µM*,-33%,0%,-4%,9%,-5%,?,-3%
Cc1cc(C)c(NC(=O)C2CC(=O)N(Cc3ccccc3)C2)c(C)c1 (stereo unspecified),11%,94%[activator],42%[activator],-2%,0%,2%,.,-3%[57.1 µM],4%
CN(C)c1ccc(/C=N/N=C2/SC(CC(=O)O)C(=O)N2c2ccc(O)cc2)cc1 (stereo unspecified),?,56%[activator],-12%,-16%,23%,1%,-17%,-32%,i
NC(=O)c1ccsc1NC(=O)COC(=O)c1ccccc1F,-12%[12.7 µM],79µM*,18%,.,-6%,-2%,11%,-8%,0%
CCOC(=O)C1CCCN(C(=O)CNC(=O)Cn2ccc3ccccc3c2=O)C1 (stereo unspecified),14µM*,26%,54%[activator],-1%,2%,-4%,-6%,-10%[57.1 µM],10%
CCOC(=O)N1CCC(NC(=O)C2CCN(Cc3nc(-c4ccc(CC)cc4)oc3C)CC2)CC1,.,76%[activator],34%,.,0%,-12%,.,-14%,1%
Cc1ccc(C(=O)N2CC(C)OC(C)C2)c(Cl)c1 (stereo unspecified),16%,12%,8%,-5%,3%,?,?,-5%[57.1 µM],-7%
CCC(=O)Nc1cccc(NC(=O)c2ccc3c(c2)OCO3)c1,20%[59 µM],21%,21%,1%,-6%,0%,-3%,-4%,-4%
CN1C(=O)CC(N2CCN(C(=O)CN3CCCC3)CC2)C1=O (stereo unspecified),7%[59 µM],18%,10%,-1%,-16%,-8%,-4%,-23%,-1%
C=Cc1ccc(Cn2ccn(-c3ccc(F)c(F)c3)c(=O)c2=O)cc1,?,0%,64%[activator],-4%,2%,20%,-35%,-17%,i
CCNC(=O)c1ccc2c(c1)C1C3CCC(C3)C1C(c1ccccc1)N2 (stereo unspecified),-17%,-1%,-6%,-10%,14%,4%,?,?,-2%
O=C1NC(=S)NC1=Cc1ccc(Cl)cc1Cl,.,?,-9%[57 µM],.,1%,-1%,.,-34%,-3%
C=CCOc1ccc(C(=O)Nc2ccccc2C(=O)NCc2cccnc2)cc1,71µM*,116%[activator],8%,-8%,0%,0%,-12%,-19%,7%
CCCCC(=O)Nc1ccc(C(=O)Nc2nc(CC(=O)OCC)cs2)cc1,7%[59 µM],9%,10%,-5%,-3%,0%,1%,-18%,-1%

# An excerpt from above in order of their number in BLM inh, largest number first:
SMILES,G9a inh,Pol iota inh,HP1b binding inh,BLM inh,GLS inh,Pin1 inh,BAZ2B block,JMJD2A Tudor,PGK inhibitor
O=C(NCc1cccs1)c1cc(-c2ccccc2)on1,-5%[12.7 µM],-4%,23%,0%,10%,-5%,13%,-13%,.
C=Cc1ccc(Cn2ccn(-c3ccc(F)c(F)c3)c(=O)c2=O)cc1,?,0%,64%[activator],-4%,2%,20%,-35%,-17%,i
Cc1cccc(N2CCN(C(=O)CCSCc3ccccc3F)CC2)c1C,4%[59 µM],29%,56%[activator],-8%,5%,2%,18%,5%,7%

# Continued:
SMILES,G9a inh,Pol iota inh,HP1b binding inh,BLM inh,GLS inh,Pin1 inh,BAZ2B block,JMJD2A Tudor,PGK inhibitor
Clc1ccc(Sc2ccc(/C=N/n3cnnc3)o2)cc1,?,2%,15%,-2%,10%,-3%,-12%,-32%,7%
Cn1c(C(=O)OCC(=O)NCc2cccs2)cc2sccc21,-1%,?,9%,1%,25%,2%,-5%,-5%,-5%
CCN(CC(=O)Nc1ccc(NC(C)=O)cc1)C(=O)CC1OC(=O)c2ccccc21 (stereo unspecified),-45%,10%,33%,.,-2%,1%,0%,-1%,-1%
CCn1cc(-c2nnnn2-c2ccc(Cl)cc2)c(=O)c2ccccc21,-10%[0.0925 µM],20%,7%,-1%,4%,3%,-11%,-14%,11%
CNc1cc(N2CCCCCC2)ccc1[N+](=O)[O-],-45%[12.7 µM],?,?,-3%,-1%,?,?,?,-7%
Cc1cc(C)c2c(CN3CCC(C)CC3)cc(=O)oc2c1,27%,31%[activator],35%[activator],-7%,-7%,-8%,18%,20%,i
COc1ccc(-n2ccnc2SCC(=O)NCc2ccc(F)cc2)c(OC)c1,-47%,1%,-2%,-3%,2%,-2%,-22%,-12%,-6%
CN1CCc2nc(NC(=O)c3cccc(OC(F)F)c3)sc2C1,?,14%,9%,-12%,10%,19%,1%,-21%,0%
COc1cccc(-c2cc3nc4c(c(NCC(C)(C)CN(C)C)n3n2)CCCC4)c1,-1%,140%[activator],-36%,-9%,-11%,9%,-14%,?,i
CCn1cc(CNC(=O)CC2C(=O)NCCN2CC(c2ccccc2)c2ccccc2)cn1 (stereo unspecified),.,?,48%[activator],-2%,-10%,-16%,-5%,-23%,-1%
Cc1ccc(COc2ccsc2C(=O)NN)cc1,-7%,79%[activator],23%,-5%,-14%,-6%,-30%,-15%,i
CCn1nc(C)c(CNC(=O)c2cc(COc3ccc(C)nc3)on2)c1C,.,49%[activator],27%,-1%,3%,3%,-1%,-10%,1%
CCOC(=O)c1c(-c2ccc(F)cc2)csc1NC(=O)CCN1CCOCC1,8.9µM*,?,?,-2%,0%,-7%,40µM*,1.8µM*,-5%
CCN1C(=O)c2ccccc2S(=O)c2ccc(C(=O)N3CCN(c4cc(Cl)ccc4C)CC3)cc21 (stereo unspecified),5%[59 µM],-12%,22%,-8%,2%,13%,-25%,-16%,0%
CCCCn1cnc2c([nH]c3cc(OC)ccc32)c1=O,40%[0.501 µM],-6%,25%,-4%,-4%,0%,4%,-7%,-18%
c1cncc(CSc2ccc(-c3ccc4c(c3)OCO4)nn2)c1,50µM*,-8%,35%,3%,10%,5%,.,-13%,4%
COc1ccc2c(c1)O[C@@]1(CCCC[C@@H]1C)CC2=O,-5%[12.7 µM],18%,27%,.,1%,-2%,-4%,-6%,-3%
O=C(CN1C(=O)NC(c2ccccc2)(c2ccccc2)C1=O)NCC(=O)Nc1ccc(F)cc1,-13%[59 µM],16%,22%,.,-5%,-6%,-3%,-17%,i
COC(=O)c1ccc(OCC(O)CN2CCN(C(=O)c3ccco3)CC2)c(OC)c1 (stereo unspecified),10%,96%[activator],35%,-1%,-2%,4%,-23%,-11%,-1%
